Rat MKP-3 inhibitors: MKP-3 phosphatase inhibitors, primary screen, biochemical, rat enzyme, in vitro (AID 425); one-dose inhibition, % at 20 µM; IC50 in µM for titrated hits; hit rate 0.17% among 110,000; recombinant MKP-3 phosphatase activity, fluorescence; higher % means a stronger effect; Dual specificity protein phosphatase 6 (Rattus norvegicus); in the data active = inhibition above about 50%;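 also: plate controls were vehicle for no effect and reference inhibitor for full effect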
Hsp70 inhibitors: Hsp70 inhibitors, probe displacement, primary screen, biochemical, fluorescence polarization (AID 583); hit rate 0.06% among 140,000; displacement, % at 20 µM; hits with a dose series show IC50 in µM; Hsp70 fluorescence polarization probe displacement, mP; higher % means a stronger effect; in the data active = displacement above about 50%;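 also: plate controls were vehicle for no effect and reference ligand for full effect; a part of the inactive calls stands beside numbers as strong as those of hits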
* = called active by the depositor; nt = no result given; & = joins results of further samples. These rows are one share of the data, so the mix of outcomes need not match the whole.

smiles | Rat MKP-3 inhibitors | Hsp70 inhibitors
Cc1cc(C)cc(C(=O)Nc2nnc(C)s2)c1 | -1% | 1.3%
Cc1nnc(N/N=C/c2ccc(Br)cc2)[nH]c1=O | 1% | -1.9%
Cc1ccc(OCc2nc(-c3ccncc3)no2)c(Br)c1 | 3% | -2.7%
COc1ccc(/C=C2\CCc3ccccc3C2=O)cc1OC | 0% | 12%
Cn1c(CC(=O)Nc2ccc(Cl)c(Cl)c2)nnc1SCC(=O)Nc1nccs1 | nt | -2.2%
O=C(NCCCN1CCC(Cc2ccccc2)CC1)C1CC(=O)N(C2CCCCCC2)C1 (centres undefined) | nt | -5.8%
CCOC(=O)C1=C(C)NC(=S)NC1C1CC=CCC1 (centres undefined) | 4% | 3.3%
O=S(=O)(NCCSc1nc2ccccc2[nH]1)c1ccccc1 | 5% | 1.6%
CCOc1cc(C(=O)NCC2CCCO2)cc(OCC)c1OCC (centres undefined) | 4%&0% | 8.4%&-2.8%
COc1ccc(C(=O)c2sc(NC(C)C)nc2N)cc1OC | 1% | 1.2%
Cc1c(C(=O)OC(C)C)sc(NC(=O)/C=C/c2ccco2)c1C(N)=O | 5% | 4.2%
COc1ccc(OC)c(NC(=O)Cn2c(=O)n(CC(=O)NCc3ccco3)c(=O)c3ccccc32)c1 | nt | -0.8%
Cc1c(NC(=S)NC(=O)c2ccco2)cccc1-c1nc2ccccc2s1 | 4% | 0.3%
CCCCCNC(=O)c1ccccc1SC | nt | -0.8%
COc1ccc(S(=O)(=O)NC2CCCC2)cc1Br | 2% | 3.1%
CCN(c1ccccc1)S(=O)(=O)c1cccc(C(=O)O)c1 | -9% | 0.1%
COc1ccccc1N1CCN(CCCCOc2ccc(F)cc2)CC1 | 1% | -7.0%
CCN1CCN(Cc2c(C)[nH]c3ccc(OC)cc3c2=O)CC1 | -3% | nt
Cc1ccc(-c2noc(CSc3nnc(Cc4ccccc4)n3-c3cccc(C)c3)n2)cc1 | nt | -2.0%
Cc1ccc(C(=O)O)cc1NC(=O)c1ccc2c(c1)C(=O)N(c1ccc([N+](=O)[O-])cc1)C2=O | 1% | 3.5%
COc1ccccc1OC(=O)Nc1ccc(Cl)cc1 | -2% | 7.3%
CN=C(Nc1cccc(Cl)c1)SC1CC(=O)N(c2ccccc2F)C1=O (centres undefined) | 2% | -2.8%
COC(=O)N1CCN(c2ccc(OC)cc2)CC1 | -9% | 5.4%
Cc1nn2c(=O)c(NC(=O)c3ccc(F)cc3)cnc2s1 | 2% | -4.1%
O=C(NCC1CCCO1)C1CC(=O)N(c2ccc(F)c(Cl)c2)C1 (centres undefined) | -9% | 0.1%
Fc1ccc(C2CC(c3ccccc3)Nc3ncnn32)cc1 (centres undefined) | 7% | -3.5%
CC(C)(CNC(=O)c1cccnc1)CNC(=O)c1cccnc1 | 0% | -1.1%
CCOc1ccc(Cc2nn[nH]n2)cc1 | -3% | 4.7%
O=C1C(Nc2ccccc2)=CC(c2cccc([N+](=O)[O-])c2)N1c1ccccc1 (centres undefined) | 6% | 0.6%
Cc1ccccc1OCCN1C(=O)NC2(CCc3ccccc32)C1=O (centres undefined) | -2% | 0.1%
CCOc1cc(OCC)cc(C(=O)Nc2cccc(S(N)(=O)=O)c2)c1 | 3% | -0.9%
O=C(CSc1nccn1-c1ccc(F)cc1)Nc1ccc2c(c1)OCO2 | -7% | 4.0%
COc1cc2c(cc1OC)C(C(=O)Nc1ccc3c(c1)OCCO3)C1c3ccccc3CCN1C2=O (centres undefined) | -7% | -6.1%
O=C(CN1CC(=O)Oc2ccccc21)OCC(=O)c1cccc(Br)c1 | -2% | -4.8%
CC(=O)NC(CCS(C)(=O)=O)C(=O)Nc1c(C)cccc1C (centres undefined) | -10% | 7.2%
O=C(Oc1ccc2c(c1)CCC2)N1CCOCC1 | -7% | -1.9%
COc1cc(OC)c(OC)cc1CN1CCN(C2CCC(C)CC2)CC1 (centres undefined) | 1% | -6.8%
Cc1ccc(-c2[nH]c3ccccc3c2C(C[N+](=O)[O-])c2ccco2)cc1 (centres undefined) | nt | -1.2%
CCCCOc1ccc2nsnc2c1Cl | 2% | 4.6%
O=C(CC1Oc2ccccc2NC1=O)NCCCN1CCCC1=O (centres undefined) | 3% | -0.2%

4 compounds from above, arranged by formula weight, ascending:
smiles | Rat MKP-3 inhibitors | Hsp70 inhibitors
O=C(Oc1ccc2c(c1)CCC2)N1CCOCC1 | -7% | -1.9%
CC(=O)NC(CCS(C)(=O)=O)C(=O)Nc1c(C)cccc1C (centres undefined) | -10% | 7.2%
COc1cc(OC)c(OC)cc1CN1CCN(C2CCC(C)CC2)CC1 (centres undefined) | 1% | -6.8%
O=C(CN1CC(=O)Oc2ccccc21)OCC(=O)c1cccc(Br)c1 | -2% | -4.8%

Next section:
smiles | Rat MKP-3 inhibitors | Hsp70 inhibitors
CC12CCC(C(=O)Nc3cccnc3)(CC1=O)C2(C)C (centres undefined) | 2% | 2.7%
CCCCCn1c2nc3ccccc3nc2c2c(=O)n(CC(C)C)cnc21 | -10% | -0.6%
COc1ccc(NC(=O)CSc2nncn2C)cc1OC | nt | 3.0%
Cc1nc(NNC(=O)c2ccc(Cl)cc2)cc(-c2ccccc2)n1 | 0% | 2.4%
COc1ccc(-c2cc(/N=C/C(C(C)=O)=C(\C)O)n(-c3ccccc3)n2)cc1 | 1% | -0.8%
COc1ccc(/C=C/C(=O)Nc2ccc3nn(-c4ccc(F)cc4)nc3c2)cc1 | 6% | 6.0%
COc1ccc(NC(=O)CN2CCC(NC(=O)C3CCCCC3)CC2)cc1 | 3% | 6.9%
CSc1cccc(NC(=O)CN(c2cc(C)ccc2C)S(C)(=O)=O)c1 | 1% | 1.0%
Cc1cccc(-n2c(Cc3cc(=O)[nH]c(=O)[nH]3)nnc2SCC(=O)NCC2CCCO2)c1 (centres undefined) | -2% | -4.1%
Cn1cccc1CN1CCN(C(=O)c2cccc(Cl)c2)CC1 | 5% | -3.9%
CCOc1ccc(NC(=O)c2cccc3c(Br)cccc23)cc1 | 0% | -1.9%
COc1ccc(Br)cc1S(=O)(=O)N1CCCC1 | nt | -3.9%
Cc1ccc(OCC(=O)Nc2ccc3oc(-c4cccnc4)nc3c2)cc1 | 2% | -1.6%
Cn1c(=O)c(-c2ccccc2N)nc2ccccc21 | 0% | -1.3%&-1.1%
O=C(c1ccccc1)N1CCN(c2ccc(Cl)cc2)CC1 | -4%&-1% | 3.3%&1.2%
COc1ccc(NC(=O)C2COc3ccccc3O2)c(OC)c1 (centres undefined) | 2% | 3.7%

Sorted by value in Rat MKP-3 inhibitors (largest number first): three from the list above
smiles | Rat MKP-3 inhibitors | Hsp70 inhibitors
CCOC(=O)C1=C(C)NC(=S)NC1C1CC=CCC1 (centres undefined) | 4% | 3.3%
CC(C)(CNC(=O)c1cccnc1)CNC(=O)c1cccnc1 | 0% | -1.1%
Cc1cccc(-n2c(Cc3cc(=O)[nH]c(=O)[nH]3)nnc2SCC(=O)NCC2CCCO2)c1 (centres undefined) | -2% | -4.1%

Next entries.
smiles | Rat MKP-3 inhibitors | Hsp70 inhibitors
O=C(N/N=C/c1ccc(OC(=O)c2ccco2)cc1)c1ccncc1 | 0% | -1.0%
O=C(O)C(Cc1ccccc1)N1C(=O)/C(=C/c2ccccc2Cl)SC1=S (centres undefined) | 1% | -2.1%
CCS(=O)(=O)c1ccc2oc(Nc3ccccc3C)nc2c1 | -14% | 1.8%
Cc1cccn2c(=O)c3cc(C#N)c(=N)n(Cc4cccnc4)c3nc12 | -6% | 10%
CCc1nc(SCc2ccc(F)cc2)[nH]c(=O)c1C#N | nt | 6.7%
CC(=O)n1nc(-c2ccco2)nc1N | -5% | 4.4%
CCn1c2ccccc2c2nnc(SCC(=O)N3CC(C)OC(C)C3)nc21 (centres undefined) | 5% | 2.7%
COc1ccccc1OCc1ccc(C(=O)O)cc1 | 1% | -3.0%
COc1ccc(C2/C(=C(\O)c3ccc(F)cc3)C(=O)C(=O)N2CCCCCC(=O)O)cc1 (centres undefined) | 4% | 2.0%
O=c1ccc(S(=O)(=O)N2CCC(Cc3ccccc3)CC2)c[nH]1 | -4% | 0.2%
Cc1nc(SCC(=O)c2ccccc2)c(C#N)c(-c2cccc(Cl)c2)c1C(=O)Nc1ccccc1 | 2% | -0.6%
CN1CCN(C(=O)c2cccc(COc3cc(Cl)ccc3Cl)c2)CC1 | nt | 6.7%
CN(Cc1cccs1)C(=O)COc1cccc(-n2cnnn2)c1 | 7% | 8.1%
O=C(Cc1ccccc1)N1N=CCC1(O)c1ccc(Cl)cc1 (centres undefined) | 4% | 1.0%
COc1ccc(-n2c(SCC(=O)Nc3ccccc3C)nc(O)cc2=O)cc1 | 3% | 6.0%
Cc1cccc(/C=C2\C(=O)NC(=O)N(c3ccc(Cl)cc3)C2=O)c1 | 5% | -1.1%
O=C(NC1CCCCC1)C1CCN(c2nccs2)CC1 | 8% | -5.4%
O=C(c1ccccc1)c1nnc(-c2ccncc2)o1 | -7% | 2.0%
COc1ccc2[nH]c(=O)c(CN(C(=O)c3ccncc3)C(C)(C)C)cc2c1 | 2% | -1.1%
CCCC(=O)C1=C(O)C(C(=O)OC)C(C)(C)CC1=Nc1ccc(N)cc1 (centres undefined) | nt | -0.5%
CCOC(=O)c1sc(NC(=O)CCN2CCOCC2)c(C(=O)OCC)c1C | -6% | -4.2%
CS(=O)(=O)Nn1cnc2ccccc2c1=O | 2% | 1.9%
O=C(NCc1ccc(F)cc1)c1c(O)c2cccc3c2n(c1=O)CCC3 | 1% | 4.0%
COc1ccc2ccc(Oc3ncccn3)cc2c1 | -7% | 2.4%
Cc1cc(NC(=O)CCc2ccc(C)o2)no1 | 4% | 2.6%
Cc1nnc(SCCn2c(N(C)Cc3ccccc3)nc3c2c(=O)[nH]c(=O)n3C)s1 | -3% | 1.5%
CN(C)c1ccc(O)c2c1CC1CC3[C@@H](N(C)C)C(=O)C(C(N)=O)=C(O)[C@]3(O)C(=O)C1=C2O (some centres undefined) | 4% | 0.3%
C=CCNC(=O)CN(Cc1ccccc1)S(=O)(=O)c1ccc(OC)cc1 | 2% | 6.9%
CCOC(=O)/C(C#N)=C1/C=C(c2ccccc2)N=C(c2ccccc2)N1 | 1% | -42%
C=CCc1cccc2cc(C(=O)N(C)C)c(=O)oc12 | 1% | -1.6%
Cc1ccc(C2Nc3ccccc3C(=O)N2Cc2ccco2)cc1 (centres undefined) | 3%&-2% | -4.2%&-0.7%
O=C(c1ccco1)N1CCN(S(=O)(=O)c2ccc3c(c2)OCCO3)CC1 | -17% | 9.1%
CCOC(=O)c1c(NC(=S)NC(=O)c2ccccc2)sc2c1CC(C)CC2 (centres undefined) | -1% | -1.4%
O=C(NCCN1Cc2ccccc2C1=O)c1cccs1 | 2% | -0.7%
Cn1nnc2cc(NC(=O)NCc3ccc4c(c3)OCO4)ccc21 | -19% | -0.3%
CCc1c(-c2ccc(Cl)s2)nc2ccc(Br)cc2c1C(=O)O | 3% | 3.2%
CC1=CCC2C(=O)N(CCc3c[nH]c4ccccc34)C(=O)C2C1 (centres undefined) | nt | 1.9%
CCOC(=O)c1cnc(-n2nc(C)cc2C)nc1NC | 7% | -0.2%
CCN=C1SC(CC(=O)NCCc2ccc(OC)c(OC)c2)C(=O)N1CC (centres undefined) | nt | -3.3%
CC(C)NC(=O)COC(=O)c1ccc(O)cc1 | -12% | -9.2%
CS(=O)(=O)N(Cc1nc2sc3c(c2c(=O)[nH]1)CCCC3)C1CCCCC1 | -4% | 2.8%
O=S1(=O)C=C(Oc2ccc(F)cc2)c2ccccc21 | -1% | -5.6%
COc1cc(C(=O)COC(=O)Cc2cnc3sccn23)cc(OC)c1OC | 2% | -1.5%
COc1ccc(S(=O)(=O)N2CCN(Cc3ccc(OC)c(OC)c3OC)CC2)cc1 | 1% | -0.3%
CC(/C=C/c1ccc2c(c1)OCO2)=N\NC(=O)C(O)c1ccccc1 (centres undefined) | -1% | 0.8%
C=CCN1CC2CC3(COc4cc(C)cc(C)c4)C=CC2(O3)C1=O (centres undefined) | 2% | -2.9%
CCOC(=O)c1nc(N)sc1C(=O)OCC | 2% | nt
CC(=O)c1cccc(NC(=O)c2ccc(C)c(C)c2)c1 | 3% | -0.4%
CS(=O)(=O)N1CCc2cc(-c3csc(NC(=O)Cc4ccccc4)n3)ccc21 | nt | -2.8%
COc1ccc(C(CC(=O)N2CCOCC2)c2ccccc2)cc1 (centres undefined) | 1% | 2.1%
CSc1nc2c(c(=O)[nH]c(=O)n2C)n1C/C=C(\C)Cl | -2% | 5.3%
CC1(C)Cc2c(c(N3CCOCC3)nc3sc4c(NCc5ccccc5)nnnc4c23)CS1 | nt | -1.4%
O=C(NCCc1c[nH]c2ccc(Cl)cc12)c1cccnc1 | nt | 3.6%
COc1ccc(NC(=O)COc2ccc(Br)c(C)c2)cc1OC | 3% | -0.4%
COc1ccccc1OCc1nnc(SCC(=O)c2cc(Cl)ccc2OC)o1 | -15% | 6.3%
Nc1ccc(-c2nc3ccc(-c4nc5ccccc5o4)cc3[nH]2)cc1 | -2%&-2% | -6.4%&1.0%
Cn1c(=O)c2[nH]c(N3CCOCC3)nc2n(-c2ccccc2)c1=O | 1% | -0.6%

Bioassay records deposited in PubChem by Sanford-Burnham Center for Chemical Genomics.
